Screening data as filed in PubChem BioAssay.
NS3 helicase inh – HCV NS3 helicase inhibition | NS3 helicase DNA unwinding, Cy5 molecular beacon fluorescence | inhibition, % at 10.9 µM | 0.56% of 290,000 active;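 active means inhibition above the mean of all tested compounds plus 3 SD, set per campaign, cut at about 35% in these data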;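 further: 0% = DMSO wells and 100% = thioflavine S control wells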
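Measured by: Cy5 fluorescence, 0 and 60 min reads / Assay system: NS3 helicase fragment of HCV / Control set: low DMSO, high thioflavine S at 110 µM / Times: 1 h reaction at 25 °C, ATP-initiated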
VIM-2 inh – blocks Pseudomonas aeruginosa VIM-2 metallo-beta-lactamase; AID 1527; inhibition, % at 5.6 µM; purified VIM-2, nitrocefin hydrolysis, epi-absorbance fluorescence; 0.89% of 290,000 active;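 active means inhibition above the mean of all tested compounds plus 3 SD, cutoff set per screening run, cut at about 7.5% in these data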;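 further: red hydrolysis product quenches plate fluorescence so inhibitors raise well fluorescence; 0% = enzyme with DMSO and 100% = DMSO without enzyme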
NALP1 yeast inh – NALP1 inhibition | inhibition, % at 10 µM | 0.61% of 280,000 active | S. cerevisiae NALP1/ASC/caspase-1 growth, X-gal OD620, 72 h; in the data active means inhibition mostly above about 24%, no sharp cut-off; inactive means mostly below about 32%; further: some compounds called inactive have numbers as strong as hits
UBC9 SUMO inh – inhibitors of human SUMOylation (UBC9); 0.36% of 290,000 active; AID 2006; inhibition, % at 35 µM; HTRF SUMOylation assay, SAE1/SAE2 + UBC9, in vitro; in the data active means inhibition above about 50%, passing the limit was not always enough; further: strong numbers were not always called active
Target sequence (P63279 whole entry, looked up): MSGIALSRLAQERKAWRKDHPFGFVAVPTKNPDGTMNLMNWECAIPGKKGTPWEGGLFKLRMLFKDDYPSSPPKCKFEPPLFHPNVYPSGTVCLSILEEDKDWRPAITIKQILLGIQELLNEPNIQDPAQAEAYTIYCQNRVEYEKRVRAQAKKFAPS
FID counter – fluorescent intercalator displacement, NS3 helicase counter-screen | DNA fluorescent intercalator displacement, fluorescence | inhibition, % at 7.9 µM | 0.17% of 290,000 active | AID 1845; in the data active means inhibition above about 37%;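 further: 0% = vehicle and 100% = reference compound; higher means more ethidium bromide displaced from hairpin DNA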
PfM18AAP inh – PfM18AAP enzyme inhibition | 1.2% of 290,000 active | AID 1822 | recombinant PfM18AAP, H-Glu-NHMec fluorogenic cleavage | inhibition, % at 7.35 µM;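 active means inhibition above the campaign mean inhibition over all tested compounds plus 3 SD, cut at about 28% in these data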;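 further: 0% = plate median of test compound wells and 100% = 2 mM ZnCl2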
MEKK2 mut-MEK5 – signal of MEK5 binding to mutant human MEKK2 PB1 domain | bead flow cytometry, Alexa488-MEK5 binding to MEKK2 mutant | percent response, % at 10 µM | 0.35% of 290,000 active; in the data active means percent response above about 24%, passing the limit was not always enough; further: inactives centre near 1; some results filed as inactive read as strong as hits
IMP-1 inhibitor – inhibitors of Pseudomonas aeruginosa IMP-1 metallo-beta-lactamase | 0.45% of 290,000 active | purified IMP-1, nitrocefin hydrolysis, epi-absorbance fluorescence | inhibition, % at 5.6 µM;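 active means inhibition above the mean plus 3 SD of all compounds in the same screening run, cut at about 4.5% in these data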;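 further: 0% = IMP-1 with DMSO and 100% = DMSO wells lacking enzyme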
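System: purified IMP-1 / Input: IMP-1 dispensed at 0.2 nM / Medium: 50 mM HEPES pH 7.1, 50 µM ZnSO4, 0.05% Brij 35 / Timing: 15 min enzyme–compound preincubation, then 25 min nitrocefin reaction, 25 °C / Technique: plate fluorescence quenching by hydrolysis product, ex 480/em 530 nm / Repeats: singlicate testing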
MEKK2wt PB1 HTS – raises or lowers MEK5 binding to wildtype human MEKK2 PB1 domain; Q9Y2U5; bead flow cytometry, Alexa488-MEK5 binding to MEKK2 WT; actives lie on both sides; binding response (% of control), % at 10 µM; 1.1% of 290,000 active; in the data active means binding response below about 67% or above about 130%
* hit, by the source's call; nt = no result given. Rows were taken by chance; about 4.7% have a hit in one of these screens.

SMILES,NS3 helicase inh,VIM-2 inh,NALP1 yeast inh,UBC9 SUMO inh,FID counter,PfM18AAP inh,MEKK2 mut-MEK5,IMP-1 inhibitor,MEKK2wt PB1 HTS
CC(C)OC(=O)c1c(NC(=O)CCC(=O)O)sc2c1CCCCC2,26,-6.1,31,14,-45,-1,-2,-2.0,98
Cc1ccc(NC(=O)CS(=O)CC(=O)NCC2OCCc3ccccc32)c(C)c1 (stereo not drawn),-15,-3.2,11,20,-24,-4,4,-2.1,111
CCOC(=O)C(Oc1ccc2c(-c3ccccc3)cc(=O)oc2c1C)c1ccccc1 (stereo not drawn),3,-2.7,32,5,-3,3,4,-4.1,105
CCCn1c(N)c(C(c2ccc(OC)cc2)N2CCN(c3ccccc3)CC2)c(=O)[nH]c1=O (stereo not drawn),-15,-0.2,-2,5,-2,-3,-3,-2.2,99
O=C(CC1C(=O)NCCN1C(=O)Nc1ccc(F)cc1)Nc1cc(Cl)ccc1Cl (stereo not drawn),4,-2.8,nt,2,-1,2,3,-2.4,100
NNc1ncnc2scc(-c3ccc(Cl)cc3)c12,-11,-0.9,25,9,-6,5,-1,-4.5,99
O=C(Oc1ccccc1)c1ccc2nsnc2c1,-4,-1.1,5,-22,-3,1,5,-2.5,108
O=C(Nc1ccc(Cl)cc1Cl)NC1CCN(S(=O)(=O)c2ccc(F)cc2)CC1,-8,-2.8,nt,-60,-2,6,2,-1.9,108
COC(=O)CNC(=O)CNC(=O)c1nn(-c2ccc(OC)c(Cl)c2)c(=O)c2ccccc12,4,-0.4,10,2,-10,0,nt,-1.5,nt

An excerpt from the list above, for reference:
SMILES,NS3 helicase inh,VIM-2 inh,NALP1 yeast inh,UBC9 SUMO inh,FID counter,PfM18AAP inh,MEKK2 mut-MEK5,IMP-1 inhibitor,MEKK2wt PB1 HTS
CC(C)OC(=O)c1c(NC(=O)CCC(=O)O)sc2c1CCCCC2,26,-6.1,31,14,-45,-1,-2,-2.0,98
Cc1ccc(NC(=O)CS(=O)CC(=O)NCC2OCCc3ccccc32)c(C)c1 (stereo not drawn),-15,-3.2,11,20,-24,-4,4,-2.1,111
CCOC(=O)C(Oc1ccc2c(-c3ccccc3)cc(=O)oc2c1C)c1ccccc1 (stereo not drawn),3,-2.7,32,5,-3,3,4,-4.1,105
CCCn1c(N)c(C(c2ccc(OC)cc2)N2CCN(c3ccccc3)CC2)c(=O)[nH]c1=O (stereo not drawn),-15,-0.2,-2,5,-2,-3,-3,-2.2,99
O=C(CC1C(=O)NCCN1C(=O)Nc1ccc(F)cc1)Nc1cc(Cl)ccc1Cl (stereo not drawn),4,-2.8,nt,2,-1,2,3,-2.4,100
NNc1ncnc2scc(-c3ccc(Cl)cc3)c12,-11,-0.9,25,9,-6,5,-1,-4.5,99
O=C(Oc1ccccc1)c1ccc2nsnc2c1,-4,-1.1,5,-22,-3,1,5,-2.5,108
O=C(Nc1ccc(Cl)cc1Cl)NC1CCN(S(=O)(=O)c2ccc(F)cc2)CC1,-8,-2.8,nt,-60,-2,6,2,-1.9,108
